Coupling enz: coupling enzyme interference in Giardia aldolase counter-screen; 290,000 compounds, 0.67% hits; activity change, negative = inhibition, % at 58.2 µM, hits read low; AID 2472; coupling enzyme system counterscreen, AmpLite Red fluorescence; in the data active means activity change below about -30%; further: on the % scale 0 is the no-effect control and ±100 the full control effect
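Activity here indicates interference with the coupling reaction, not aldolase inhibition. Compounds at 57.5 uM final met coupling enzymes for 10 min at RT; substrate and AmpLite Red detection followed, with a 525/598 nm fluorescence read after 20 min.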
Giardia killer: Giardia lamblia killing; Giardia lamblia trophozoite viability; activity change, % at 7.66 µM, hits read low; 340,000 compounds, 0.15% hits; AID 540267; in the data active means activity change below about -80%; inconclusive means between about -30% and that limit;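 further: parasites exposed to compound for two days anaerobically before the ATP read; on the % scale 0 is the no-effect control and ±100 the full control effect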
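Each well holds 100 Giardia trophozoites and compound. After two days (48 hrs) at 37 deg C in anaerobic conditions, ATP is quantified by luminescence.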
GALK inh: inhibitors of human galactokinase; Purified GALK, Kinase-Glo residual ATP luminescence; Potency, µM (doses to about 57.5 µM), inactives show at the highest dose activity change, negative = inhibition, actives largely listed as inhibitors; 270,000 compounds, 0.007% hits; AID 1868; further: potency means the concentration at half of the fitted maximal effect; on the % scale 0 is the no-effect control and ±100 the full control effect
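Compounds were pin-transferred into ATP buffer (35 uM final), then GALK plus galactose (5 nM, 100 uM final) was added. After 1 h at room temperature, Kinase-Glo Plus was added and luminescence read after 10 min.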
PKM2 act: PKM2 (human) enzyme activation; P14618; purified PKM2, Kinase-Glo ATP luminescence, activation; response scale: 0% is enzyme alone, no compound; Potency, µM (top dose mostly 57.5 µM), for inactives: at the top dose activation, most hits filed as activators; 260,000 compounds, 0.34% hits; AID 1631; further: potency means the concentration at half of the fitted maximal effect; on the % scale 0 is the no-effect control and ±100 the full control effect; nearly all actives have a fitted effect of over 55% in size
Target sequence (P14618 whole entry, looked up): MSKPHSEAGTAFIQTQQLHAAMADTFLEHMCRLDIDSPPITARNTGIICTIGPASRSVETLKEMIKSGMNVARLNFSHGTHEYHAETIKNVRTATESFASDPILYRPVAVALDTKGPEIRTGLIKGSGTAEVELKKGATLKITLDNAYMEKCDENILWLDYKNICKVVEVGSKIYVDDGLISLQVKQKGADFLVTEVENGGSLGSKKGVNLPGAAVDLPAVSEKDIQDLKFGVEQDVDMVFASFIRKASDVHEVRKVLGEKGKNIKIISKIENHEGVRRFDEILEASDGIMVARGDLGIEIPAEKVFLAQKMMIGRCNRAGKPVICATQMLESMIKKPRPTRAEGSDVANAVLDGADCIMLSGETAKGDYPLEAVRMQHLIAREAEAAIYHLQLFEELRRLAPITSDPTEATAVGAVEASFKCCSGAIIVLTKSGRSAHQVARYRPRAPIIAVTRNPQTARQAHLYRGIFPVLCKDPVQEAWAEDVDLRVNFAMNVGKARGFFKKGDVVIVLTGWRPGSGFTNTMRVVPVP
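hPK-M2, >95% pure; 0.1 mM ADP / 0.5 mM PEP final; imidazole pH7.2 buffer w/ 7 mM MgCl2, 50 mM KCl; 1 h RT; Kinase-Glo lum. Intermediate enzyme activity for dual inhibitor/activator qHTS.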
hERG WT inh: inhibitors of human wildtype KCNH2 potassium channel | AID 720551 | U2OS, BacMam KCNH2, thallium flux FluxOr; hits give low values | activity change, % at 1.84 µM | Q12809 | 340,000 compounds, 0.37% hits;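 active means maximum activity change below -70%; inconclusive means maximum activity change between -70% and -50%; inactive means maximum activity change above -50%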; further: on the % scale 0 is the no-effect control and ±100 the full control effect
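U2OS cells were transduced with wild-type KCNH2 virus (2.03 x 10^8 / mL) for 4 h at room temperature, then cultured overnight at 37 C. Thallium flux was read with FluxOr dye. Rate constants were normalized to DMSO controls.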
Menin MLL FP TR: menin-MLL binding inhibition, Texas Red mutant peptide; Potency, µM (series often up to 61.6 µM), without a hit: at the top dose FP activity change, negative = inhibition, usual class: inhibitors; 270,000 compounds, 0.23% hits; O00255; Menin + Texas Red MLL mutant peptide, fluorescence polarization; active means well fitted inhibition curve with a large enough effect in the polarisation, with a control signal flat, not every such curve was filed as active; inconclusive means small, poorly fitted or top-dose-only effect, or effect the other way, or a change in a side signal; inactive means no such curve, though single readings can be large or run the other way; the % refers to the polarisation; further: potency means the concentration at half of the fitted maximal effect; % of control where 0% means no effect; many of its hits are not listed in these tables
B2AR arrestin: agonists driving beta-arrestin recruitment to human beta2-adrenergic receptor | AID 492947 | 330,000 compounds, 0.02% hits | Potency, µM (series often up to 46.1 µM), for inactives: at the highest dose activation, most hits filed as activators | P07550 | beta-arrestin recruitment to beta2AR, cell-based reporter;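 further: potency means the concentration at half of the fitted maximal effect; 0% = DMSO controls and full agonism = EC100 isoproterenol or metaproterenol; nearly all actives have a fitted effect of over 65% in size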
USP2a inh: inhibitors of human ubiquitin-specific protease USP2a. USP2 core, Ub-CHOP2 coupled fluorogenic reporter, 485/531. Potency, µM (highest dose often 38.3 µM), for the others: at the top dose activity change, negative = inhibition, hits mostly inhibitors. 330,000 compounds, 0.01% hits. AID 463254;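 further: potency means the concentration at half of the fitted maximal effect; plate controls were DMSO wells for no effect and full inhibition by NEM control for full effect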
Target sequence (O75604 whole entry, looked up): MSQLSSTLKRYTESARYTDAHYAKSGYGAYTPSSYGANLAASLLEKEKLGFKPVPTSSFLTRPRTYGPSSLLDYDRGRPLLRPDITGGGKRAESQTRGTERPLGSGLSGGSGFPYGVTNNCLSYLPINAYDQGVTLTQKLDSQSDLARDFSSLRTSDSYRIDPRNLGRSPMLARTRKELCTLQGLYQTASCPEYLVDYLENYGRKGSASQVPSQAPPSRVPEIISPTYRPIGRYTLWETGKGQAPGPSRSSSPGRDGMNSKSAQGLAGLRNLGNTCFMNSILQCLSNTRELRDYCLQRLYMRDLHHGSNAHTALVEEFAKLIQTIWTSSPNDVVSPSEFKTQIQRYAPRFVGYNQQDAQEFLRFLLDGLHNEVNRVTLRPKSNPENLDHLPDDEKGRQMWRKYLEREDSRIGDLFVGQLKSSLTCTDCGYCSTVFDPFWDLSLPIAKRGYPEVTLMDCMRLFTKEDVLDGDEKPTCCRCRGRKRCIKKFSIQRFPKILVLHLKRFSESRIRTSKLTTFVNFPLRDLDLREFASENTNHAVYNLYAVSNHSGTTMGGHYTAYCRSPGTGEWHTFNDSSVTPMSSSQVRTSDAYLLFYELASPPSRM
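USP2 core (10nM final) preincubated 30min RT with compound in 20mM Tris-HCl pH 8.0, 2mM CaCl2, 2mM beta-mercaptoethanol, 0.05% CHAPS; 25nM Ub-CHOP2 plus 25nM reporter substrate added, fluorescence (Ex485/Em531) read after 60min.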
MLL CXXC-DNA inh: blocks binding of human MLL CXXC domain to DNA | MLL-CXXC / FITC-HOXA9 DNA fluorescence polarization | Potency, µM (titrated, usually from 115 µM), for the others: at the top dose activity change, negative = inhibition, usual class: inhibitors | 290,000 compounds, 0.037% hits | AID 2662; active means well fitted inhibition curve with a large enough effect in the polarisation, with a control signal flat, not every such curve was filed as active; inconclusive means small, poorly fitted or top-dose-only effect, or effect the other way, or a change in a side signal; inactive means no such curve, though single readings can be large or run the other way; the % refers to the polarisation; further: potency means the concentration at half of the fitted maximal effect
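Steps: dispense CXXC domain solution (7 uM) → pin compounds or unlabeled HOX-A9 DNA control → 5 min ambient → add FLSN-HOX-A9 solution (50 nM) → spin → 30 min ambient → fluorescence polarization. Tris pH 7.5/NaCl/DTT/BSA buffer.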
TRPV1 agonist: activates the human vanilloid receptor TRPV1. Q8NER1. TRPV1-expressing cells, Fluo-8 calcium influx, agonist mode. activation, % at 8.33 µM. 320,000 compounds, 0.19% hits. AID 540275; in the data active means activation above about 80%; inconclusive means between about 30% and that limit; further: 0% is about no effect
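Fluo-8 calcium influx in TRPV1-expressing cells, kinetic read (ex 480/em 520 nm). Compound added and read 3 min for agonist activity, followed by capsaicin at EC20 final and 2 min further read for enhancement.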
KCNH2 3.1 inh: blocks the human KCNH2 3.1 channel isoform; U2OS KCNH2 3.1, thallium flux FluxOr; hits give low values; activity change, % (tested at about 1.8 µM); 340,000 compounds, 0.95% hits;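 active means maximum activity change below -70%; inconclusive means maximum activity change from -70% to -50%; inactive means maximum activity change above -50%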;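 further: thallium influx rate constant from kinetic fluorescence after stimulation buffer; on the % scale 0 is the no-effect control and ±100 the full control effect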
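FluxOr-based Tl+ influx in U2OS cells transduced with KCNH2 3.1 virus; rate constants normalized to DMSO controls.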
An asterisk follows results filed as active; ? = inconclusive; / = not tested or not shown; [ ] = remark or other dose. Unless noted, the call rests on the fitted dose curve; in most records, active means well fitted curve in the direction sought with a large enough effect; inconclusive means small, poorly fitted or top-dose-only effect, or another doubt; inactive means no such curve, though single readings can be large; an effect the other way counts as inactive or inconclusive.

SMILES | Coupling enz | Giardia killer | GALK inh | PKM2 act | hERG WT inh | Menin MLL FP TR | B2AR arrestin | USP2a inh | MLL CXXC-DNA inh | TRPV1 agonist | KCNH2 3.1 inh
O=C(COc1cccc(Cl)c1)Nc1nc(-c2ccc(S(=O)(=O)N3CCOCC3)cc2)cs1 | -1 | -22 | 1% | -2% | 12 | ? | -0.2% | -7% | 17% | 0 | -28
NCC(c1ccccc1Cl)c1c[nH]c2ccccc12 (stereo not given) | -1 | -22 | 7% | -1%[11.5 µM] | 5 | 10% | -0.4% | 0% | 19% | 6 | 0
N#Cc1cccc(NC(=O)c2ccccc2C(=O)O)c1 | -4 | -9 | 0% | -2% | -3 | 2% | -0.2% | -1% | 4% | 2 | 10
Fc1ccc(-c2nc3ccccc3[nH]2)cc1 | -11 | -6 | 2% | -26% | -1 | 9% | -0.1% | 0% | -2% | 12 | 44
COc1cccc(-c2cn3nc4c(nc3n2)CCCC4)c1 | -13 | ? | 23% | -9% | -15 | -15% | -0.1% | 2% | 16% | 1 | 3
COc1ccc(CCNC(=O)COC(=O)Cc2cc(OC)c(OC)c(OC)c2)cc1 | 0 | 7 | -3% | 2% | 5 | -11% | -0.1% | 1% | 5% | 0 | 0
CCN(CC)CCCNC(=O)c1nn2c(C(F)(F)F)cc(-c3ccccc3)nc2c1Cl | 2 | 1 | 1% | 1% | 8 | 7% | -1.1% | 2% | 7% | -2 | -1
COc1ccc(Nc2ccc(N3C(=O)CCCC3=O)cc2[N+](=O)[O-])cc1OC | 0 | -6 | 4% | 1% | -4 | -9% | -1.8% | -2% | 2% | 0 | 7
O=C1CCC(=O)N1N1C(=O)C2C3c4ccccc4C(c4ccccc43)C2C1=O (stereo not given) | 1 | 6 | -1% | 0% | -1 | 4% | -0.1% | 8% | -2% | -3 | 3
CC(C)(C)c1ccc(OCCC(=O)OCC(=O)NC2CCCCC2)cc1 | / | -1 | / | / | -2 | / | -0.7% | 3% | / | ? | -5
CCOc1ccc(NC(=O)COC(=O)Cc2ccc(S(=O)(=O)N3CCOCC3)s2)cc1 | -4 | -8 | 0% | -2% | 11 | ? | -0.1% | -2% | 24% | -2 | 5
CCC(=O)/C=C1/Sc2ccc(OC)cc2N1CC | 0 | 0 | / | -3% | -18 | -6% | -1.8% | 5% | 1% | -2 | -21
CC(=O)NCCC(=O)Nc1nc(-c2ccc3c(c2)OCCO3)cs1 | -1 | 4 | 3% | -1% | -9 | -18% | -0.1% | 2% | ? | 1 | -11
COC(=O)c1cc(OCC(=O)NC2CCCc3ccccc32)cc(C(=O)OC)c1 (stereo not given) | 6 | -1 | -4% | -3% | -1 | -13% | 0.0% | -2% | 33%[activator] | -3 | 10
COc1ccc(NC(=O)CSc2nnc(NC(=O)c3ccccc3C(=O)O)s2)cc1 | 5 | 7 | 7% | 2% | -5 | 20% | -0.5% | -1% | 0% | -1 | 4
NC(N)=NC1=NC(=O)C(Cc2ccccc2Cl)S1 (stereo not given) | 2 | -3 | / | ? | -5 | / | -0.4% | -4% | 4% | 9 | -7
COc1cccc(C2C(C(=O)c3sc(C)nc3C)=C(O)C(=O)N2CCN2CCOCC2)c1OC (stereo not given) | 0 | 2 | 1% | 2% | -7 | -6% | -1.9% | 2% | -9% | 0 | 2
O=C(Oc1ccccc1/C=C\C(=O)c1cc2ccccc2o1)c1ccccc1 | -1 | -5 | -3% | 1% | -13 | 5% | -0.6% | 0% | 40%[activator] | 17 | -11
O=C(OCc1ccccc1)c1ccc(Br)o1 | 0 | 21 | 3% | -2% | -10 | 2% | -0.3% | 2% | 1% | 11 | 10
O=C(CN1C(=O)c2cccnc2Oc2ccc(Cl)cc21)N1CCOCC1 | / | 17 | 0% | / | -14 | / | -0.5% | 4% | -10% | -3 | 1
O=c1oc2ccccc2c(O)c1C=NCc1ccccn1 | 0 | 1 | 1% | -3% | -2 | ? | -0.3% | 4% | -10% | -2 | 6
O=C(CCNC(=O)c1ccccc1Cl)Nc1nccs1 | 0 | -8 | 0% | 2% | -3 | -20% | -2.1% | 2% | 6% | 3 | -4
CN1C(=O)/C(=C/c2ccccc2F)Sc2ccc(C(=O)N3CCCC3)cc21 | / | 11 | -3% | / | -12 | / | 4.3% | 1% | -7% | 12 | 7
O=C(NC1=NCCS1)C1COc2ccccc2O1 (stereo not given) | 3 | -25 | 6% | -39% | -8 | 19% | -0.2% | 4% | 3% | -1 | 4
CC(NC(=O)NC(=O)c1ccc(Cl)cc1)c1ccccc1 (stereo not given) | 1 | -1 | 4% | 7% | ? | 1% | -0.3% | 1% | -8% | 12 | -6
COc1cc(CN2CCN(C(=O)c3ccc(-c4ccccc4)cc3)CC2)cc(OC)c1OC | 0 | 13 | 1% | -9% | -1 | 4% | 0.3% | 0% | 3% | 24 | 11
O=C(NCC(=O)N1CCN(Cc2ccc3c(c2)OCO3)CC1)c1ccccc1F | / | -13 | / | / | 6 | / | -1.4% | -1% | / | / | 0
CC1CC(C)CN(C(=O)c2ccc(CSc3nc4ccncc4[nH]3)cc2)C1 (stereo not given) | 6 | 14 | / | -1% | 15 | -10% | -0.4% | 2% | -2% | 1 | -2
Cc1cc(C)c(C(=O)COC(=O)C2CCN(c3ccc(C(F)(F)F)cn3)CC2)c(C)c1 | / | 0 | / | / | -17 | / | -1.5% | -2% | / | -4 | -10
CCNC(=O)CN(Cc1ccccc1)S(=O)(=O)c1ccccc1 | -2 | 3 | -2% | 3% | -15 | 5% | -0.1% | 0% | 10% | 2 | 4
NC(=O)c1ccc(-n2nnnc2Oc2ccccc2C(=O)N2CCOCC2)cc1 | 6 | 21 | 1% | -6% | -7 | ? | -0.6% | 0% | 3% | 6 | -28
CN(CC(=O)Nc1ccc(Cl)c(C(F)(F)F)c1)C(=O)c1cc(=O)c2ccccc2o1 | / | -1 | / | / | 16 | / | 0.5% | -1% | / | 3 | 13
CCn1c(CNC(=O)Cc2ccc(OC)cc2)nnc1SCC(=O)Nc1ccc(C(=O)O)cc1 | 5 | 6 | 1% | -2% | -16 | 13% | -0.9% | 9% | 8% | -1 | -5
CCOc1ccc(S(=O)(=O)N2CCCC(C(=O)NC3CC3)C2)cc1Cl (stereo not given) | / | -5 | / | / | -6 | / | 0.1% | -3% | / | -6 | -11
COc1ccc(CCNCC(=O)Nc2ccc(C)c(Br)c2)cc1OC | 1 | 1 | -1% | 1% | 13 | 1% | -0.5% | 3% | 16% | 29 | -72*
NC(=O)C1Cc2ccccc2CN1C(=O)c1cc(C2CC2)nn1-c1ccccc1 (stereo not given) | / | 0 | / | / | -6 | / | -0.8% | 7% | / | / | 11
Cc1ccc(CSc2nnc(-c3ccccn3)n2C)cc1 | 0 | -7 | -1% | 0% | 9 | 1% | -0.8% | 1% | 0% | 26 | -1
Cc1ccc(S(=O)(=O)Nc2cccc(-n3cnnn3)c2)cc1 | / | ? | -2% | / | -18 | / | 0.1% | 5% | 7% | 5 | -2
COc1cc(NC(=O)CN2c3ccccc3CC2C)cc(OC)c1OC (stereo not given) | 9 | 21 | -2% | -2% | 2 | / | 0.2% | 1% | 1% | -4 | 6
CC(C)CCn1c(=O)c(C(=O)N/N=C/c2cccc(F)c2)c(O)c2ccccc21 | 1 | 0 | 1% | -9% | -5 | -3% | 0.0% | 2% | -6% | 0 | 1
CCOC(=O)C(=CNCC(=O)O)C(=O)OCC | -1 | -7 | 6% | 0% | -3 | 9% | 2.9% | 6% | 6% | -3 | 0
Cc1ccc(NC(=S)N2CCCCCC2)c(C)c1 | 2 | 2 | 0% | -1% | 0 | 0% | 0.1% | 2% | 2% | 4 | 16
CC(NC(=S)NCCc1ccccc1)C(c1cccs1)N1CCN(C)CC1 (stereo not given) | 3 | -16 | / | -15% | 16 | -4% | -0.6% | 2% | 12% | 16 | 2
C[C@H]1C[C@@H]2[C@H]([C@@H](O)C[C@@]3(C)[C@H]2CC[C@]3(O)C(=O)CO)[C@@]2(C)C=CC(=O)C=C12 | 2 | 11 | -1% | -15% | -9 | 6% | 0.0% | 5% | -10% | -1 | 16

For reference, part of the list above.
SMILES | Coupling enz | Giardia killer | GALK inh | PKM2 act | hERG WT inh | Menin MLL FP TR | B2AR arrestin | USP2a inh | MLL CXXC-DNA inh | TRPV1 agonist | KCNH2 3.1 inh
CN1C(=O)/C(=C/c2ccccc2F)Sc2ccc(C(=O)N3CCCC3)cc21 | / | 11 | -3% | / | -12 | / | 4.3% | 1% | -7% | 12 | 7
O=C(NC1=NCCS1)C1COc2ccccc2O1 (stereo not given) | 3 | -25 | 6% | -39% | -8 | 19% | -0.2% | 4% | 3% | -1 | 4

Not all compounds are listed; the hit share may differ from the screen's.
